Screening results deposited in PubChem by National Center for Advancing Translational Sciences (NCATS).
uPA generation = blocks generation of uPA at the cell surface; cell surface uPA generation assay, qHTS; 0.31% of 330,000 active; Potency, µM (highest dose often 38.3 µM), for the others: at the highest dose activity change, negative = inhibition, hits mostly inhibitors; active means well fitted inhibition curve with a large enough effect; inconclusive means small, poorly fitted or top-dose-only effect; inactive means no such curve, though single readings can be large or run the other way; tested in mouse RAW 264.7 cells; further: on the % scale 0 is the no-effect control and ±100 the full control effect; nearly all actives have a fitted effect of over 55% in size
FLuc counter = inhibits or activates purified firefly luciferase, miR-21 counter-screen; AID 588342; purified FLuc, Km substrates, luminescence inhibition; Potency, µM (top dose mostly 57.5 µM), inactives show at the top dose activity change, negative = inhibition, most hits filed as inhibitors; 6.9% of 360,000 active; P08659;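 further: plate controls were vehicle for no effect and reference inhibitor for full effect; nearly all actives have a fitted effect of over 55% in size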
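Purified P. pyralis luciferase, 10 nM final, with Km-level 10 uM D-luciferin and 10 uM ATP in 50 mM Tris acetate pH 7.5, 10 mM Mg acetate, 0.01% Tween-20, 0.05% BSA; 6-point qHTS titration about 60 µM downward; luminescence read.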
Rab9 promoter act = activates the Rab9 promoter. 2.8% of 320,000 active. Potency, µM (highest dose often 9.22 µM), inactives show top-dose activation, negative = inhibition, most hits filed as activators. Huh7 Rab9 promoter-luciferase reporter, luminescence, 24 h; further: % of control where 0% means no effect; nearly all actives have a fitted effect of over 60% in size
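Cell-based reporter: Huh7 stable for Rab9 promoter-driven luciferase, plated in reduced-serum medium with 10% FBS at 1500 cells/well, compound-treated 24 h at 37 °C, luminescence read after 10 min reagent.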
VP16 counter = Gal4-VP16 reporter inhibition counter-screen. 3.5% of 310,000 active. AID 2546. Potency, µM (doses to about 53.6 µM), inactives show at the top dose activity, negative = inhibition, most hits filed as inhibitors. Drosophila S2 Gal4-VP16 UAS-luciferase, luminescence, 20 h;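 further: Gal4-VP16 expression switched on by copper sulfate through the metallothionein promoter; on the % scale 0 is the no-effect control and ±100 the full control effect; nearly all actives have a fitted effect of over 50% in size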
NPC1 promoter act = NPC1 promoter activation. Huh7 NPC1 promoter luciferase reporter, 24 h. Potency, µM (titrated, usually from 9.22 µM), for the others: at the top dose activation, usual class: activators. 2.4% of 320,000 active. AID 485313;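 further: % of control where 0% means no effect; nearly all actives have a fitted effect of over 60% in size; reporter is driven by a mutant NPC1 promoter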
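Readout is luciferase luminescence, reflecting NPC1 promoter activation in stably transfected Huh7 cells after 24 h compound exposure at 37 °C in reduced-serum medium with 10% FBS.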
p53 reactivator = re-activators of mutant p53 | H1299 p53-A138V BP100-luciferase reporter, luminescence, 24 h | Potency, µM (highest dose often 92.2 µM), for inactives: at the top dose activity change, positive = activation, actives largely listed as activators | 0.063% of 320,000 active | AID 504706; further: % of control where 0% means no effect; nearly all actives have a fitted effect of over 45% in size
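H1299 (p53-null), stable ts p53-A138V + BP100-Luc; 1000 cells/well, Opti-MEM/10% FBS; cpd 4 pt, 1:5; 24 h, 37 deg C, 5% CO2; detection reagent 10 min RT; luminescence.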
MLL CXXC-DNA inh = MLL CXXC-DNA interaction inhibition; Q03164; MLL-CXXC / FITC-HOXA9 DNA fluorescence polarization; Potency, µM (titrated, usually from 115 µM), without a hit: top-dose activity change, negative = inhibition, usual class: inhibitors; 0.037% of 290,000 active; active means well fitted inhibition curve with a large enough effect in the polarisation, with a control signal flat, not every such curve was filed as active; inconclusive means small, poorly fitted or top-dose-only effect, or effect the other way, or a change in a side signal; inactive means no such curve, though single readings can be large or run the other way; the % refers to the polarisation
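Purified MLL-CXXC (added from a 7 uM solution) was preincubated 5 min at ambient with pinned compounds in 50 mM Tris-HCl pH 7.5, 50 mM NaCl, 1 mM DTT, 0.05% BSA. Fluorescein-labeled HOX-A9 DNA (50 nM solution) followed, 30 min, then polarization read.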
ELG1 genotoxic = induces genotoxicity in HEK293T cells with luciferase-tagged ELG1; HEK293T ELG1-luciferase reporter, luminescence, 16 h; Potency, µM (doses to about 46 µM), inactives show top-dose activity change, positive = activation, actives largely listed as activators; 1.3% of 330,000 active; further: % of control where 0% means no effect; nearly all actives have a fitted effect of over 60% in size
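Screening used a luciferase reporter fused to human ELG1 in HEK293T cells. Luminescence was read on a CCD plate imager after 16 hr exposure and 30 min ONE-Glo incubation.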
MBNL1 CUG block = MBNL1-poly(CUG) RNA binding inhibition; TR-FRET MBNL1-His/biotin-(CUG)12 binding, 665/545 ratio; Potency, µM (titrated, usually from 57.5 µM), inactives show top-dose activity change, negative = inhibition, actives largely listed as inhibitors; 0.036% of 280,000 active; AID 2675; active means well fitted inhibition curve with a large enough effect in the signal ratio, with a control signal flat, not every such curve was filed as active; inconclusive means small, poorly fitted or top-dose-only effect, or effect the other way, or a change in a side signal; inactive means no such curve, though single readings can be large or run the other way; the % refers to the signal ratio; further: on the % scale 0 is the no-effect control and ±100 the full control effect
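MBNL1-His + Biotin-(CUG)12, cpd titration 92 nM–58 uM; Tb anti-His Ab 0.055 ng/ul, SA-XL665 5 nM (final); 60 min RT; ratiometric 665/545 nm, Ex 340 nm; normalized to buffer and full-complex controls.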
BRCA1 expr up = increases BRCA1 expression; Potency, µM (highest dose often 46.1 µM), for inactives: at the top dose activation, actives largely listed as activators; 1.1% of 380,000 active; AID 624202; MCF7-BRCA1-FFLuc reporter, luminescence, 48 h; response scale: scaled: vehicle 0%, 10 µM genistein 100%; further: nearly all actives have a fitted effect of over 80% in size; some results filed as inactive show a strong effect at the top dose
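48 h compound treatment of MCF7-BRCA1-FFLuc cells (phenol-red free MEM, 37 °C), then 15 min with luciferase substrate and luminescence imaging.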
RORg inh = inhibitors of mouse ROR gamma transcriptional activity. Drosophila S2 Gal4-RORgamma UAS-luciferase reporter, 20 h. Potency, µM (series often up to 53.6 µM), for the others: at the highest dose activity change, negative = inhibition, actives largely listed as inhibitors. 5.4% of 310,000 active; further: on the % scale 0 is the no-effect control and ±100 the full control effect; nearly all actives have a fitted effect of over 60% in size
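Stably transfected Drosophila Schneider cells are the test system, with ROR gamma fused to Gal4 and luciferase under UAS control; luminescence is read after 20 hr of 700 uM copper sulfate induction at ambient temperature.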
The depositor's hits bear a star; u = inconclusive; x = no result given; & = joins results of further samples; [ ] = remark or other dose. Unless noted, the call rests on the fitted dose curve; in most records, active means well fitted curve in the direction sought with a large enough effect; inconclusive means small, poorly fitted or top-dose-only effect, or another doubt; inactive means no such curve, though single readings can be large; an effect the other way counts as inactive or inconclusive. Potency means the concentration at half of the fitted maximal effect.

entry	SMILES	uPA generation	FLuc counter	Rab9 promoter act	VP16 counter	NPC1 promoter act	p53 reactivator	MLL CXXC-DNA inh	ELG1 genotoxic	MBNL1 CUG block	BRCA1 expr up	RORg inh
1	Cc1nc(-c2coc3cc(OCC(=O)O)ccc3c2=O)cs1	x	1.9µM*	-10%	6.3µM*	-5%	-9%	-5%	-9%	-1%	-84%	7.1µM*
2	CCn1c(SCC(=O)NCc2ccco2)nc2cccnc21	-7%	-4%	-2%	1%[0.365 µM]	-2%	-6%	10%	-2%	u	3%	-2%
3	O=C(N/N=C/c1cccnc1)c1ccc(CN2c3cccc4cccc(c34)S2(=O)=O)cc1	1%	-11%	14%	-12%	0%	-6%	-11%	-4%	22%	-38%	1%
4	O=C(COC(=O)c1ccccc1[N+](=O)[O-])Nc1cccnc1Cl	1%	-17%	1%	x	-1%	19%	x	4%	x	6%	x
5	CCOc1ccccc1-n1c(SCC(=O)N(CC)CC)nnc1-c1ccccn1	2%	2%	9%	-1%	3%	-20%	1%	5%	-2%	37%	23%
6	Cc1ccc(S(=O)(=O)NN2C(=O)c3ccccc3NC2c2ccccc2)cc1 (configuration not stated)	-1%	-1%	-2%	-3%	-10%	1%	-2%	-3%	-8%	-31%	6%
7	O=C(c1ccc(-c2nnc(Nc3cccc(Cl)c3)c3ccccc23)cc1)N1C[C@H]2C[C@H](C1)c1cccc(=O)n1C2	0%	3%	5%	-11%	-7%	-15%	21%	3%	u	-82%[inhibitor]	25%
8	COCCCN1C(=O)CC(C(=O)OC)=C1C	-5%	0%	-4%	-17%	-1%	2%	1%	4%	-21%	17%	19%
9	CC1CC(=O)N(Cc2ccccc2)c2ccccc2N1C=O (configuration not stated)	-1%	8%	-3%	9%	-5%	0%	2%	-4%	6%	16%	0%
10	C/[N+]([O-])=C\c1ccc([N+](=O)[O-])o1	u	3%	1%	2%	11%	2%	-3%	-6%	u	-3%	11µM*
11	O=C(CC(Nc1ccccc1Cl)C(=O)OCC(=O)c1cccs1)c1ccccc1 (configuration not stated)	-2%	-18%	15%	1%	5%	u	-11%	u	-3%	4%[1.84 µM]	-8%
12	NS(=O)(=O)c1ccc(NC(=S)N2CCN(S(=O)(=O)c3ccc(F)cc3)CC2)cc1	x	-5%	0%	-1%	0%	-11%	5%	-2%	-17%	x	29%
13	Clc1cccc(CN2CCc3c([nH]c4ccccc34)C2)c1	-1%	-6%	4%	-15%	7%	24%	-14%	-3%	u	-28%	0%[1.91 µM]
14	O=C(C1=C(O)C(=O)N(c2ncccn2)C1c1cccs1)c1ccco1 (configuration not stated)	-5%	-2%	3%	-1%	-4%	-2%	-5%	-1%	u	10%	-4%
15	CCO[C@@H]1OC(C(=O)Nc2ccccc2)=C[C@H](c2coc3ccccc3c2=O)[C@H]1CCCO	u	1%	14%	-6%	-11%	-4%	-4%	11%	0%	-31%	-22%
16	CC(C)CC(C(=O)NCc1ccccn1)N1C(=O)c2ccccc2C1=O (configuration not stated)	-2%	0%	9%	1%	0%	-2%	2%	1%	24%	-28%	6%
17	COc1ccc(C2CC(c3ccccc3)=NN2C(=O)COC(=O)c2cnc(Cl)c(Cl)c2)cc1 (configuration not stated)	-1%	2%	2%	-10%	-5%	2%	3%	0%	x	-15%	3%
18	CCOC(=O)C(CC)Sc1ccc2nnc(-c3cccnc3)n2n1 (configuration not stated)	-2%	-2%	2%	-9%	-1%	-1%	-7%	7%	0%	-18%&-34%	16%
19	Fc1c(CSC(=S)N2CCOCC2)cccc1CSC(=S)N1CCOCC1	1%	-3%	-9%	-1%	-2%	-4%	-11%	-6%	-5%	-29%	-14%
20	COc1ccc(C(=O)OCCN=C2NS(=O)(=O)c3ccccc32)cc1OC	10%	0%	-1%	-10%	-4%	-8%	2%	-2%	4%	-17%	36%
21	Cc1cc([N+](=O)[O-])nn1Cc1ccc(C(=O)N/N=C/c2ccc(N(C)C)cc2)cc1	-6%	9.5µM*	-6%	-3%	-4%	5%	1%	4%	u	-13%	-38%
22	O=S(=O)(c1ccc(Oc2ccccc2)cc1)N1CCOCC1	x	0%	-3%	-14%	-1%	0%	0%	-1%	-14%	-29%	13%
23	Cc1ccc(/C=N/NC(=O)C[n+]2ccccc2)s1	0%	-1%	2%	7%	0%	0%	4%	7%	x	71%	13%
24	O=C(CCN1C(=O)c2ccccc2C1=O)N1CCC(c2ccccc2)C1 (configuration not stated)	x	u	16%	19%	9%	25%	7%	u	15%	20%	u
25	CC[C@H](C)[C@@H](CN[C@H](CCCCNC)CNC)NCC1CCCC1	-11%	5%	1%	-3%	2%	9%	-6%	-3%	-2%	27%	-7%
26	C/C(=N/N1CCN(Cc2cccc3ccccc23)CC1)c1cccnc1	2%	2%	1%	-3%	-3%	-2%	1%	-9%	7%	-23%	22%
27	O=C(CCN1CCOCC1)NC12CC3CC(CC(C3)C1)C2	4%	-1%	0%	-2%	4%	0%	14%	3%	-3%	-4%	3%
28	Cc1ccc2[nH]c(=O)c(COC(=O)C3CCCO3)cc2c1 (configuration not stated)	3%	u	8%	-3%	-3%	6%	-2%	1%	-2%	-10%	2%
29	CCN(CC)S(=O)(=O)c1ccc(NC(=O)CN(c2ccc(OC)cc2OC)S(C)(=O)=O)cc1	-4%	3%	-4%	0%	0%	-18%	1%	-7%	2%	-33%	-2%
30	COc1ccc(S(=O)(=O)N2CCC(N3CCN(Cc4ccccc4)CC3)CC2)cc1	-2%	1%	0%	8%	-5%	2%	-2%	-1%	-24%	-3%	0%
31	Cc1cc(SC#N)cc(C)c1NC(=O)CCl	-12%	10%	-4%	5µM*	-36%[inhibitor]	-30%	-2%	1%	-3%	-53%	3.5µM*
32	CC(OC(=O)CC1CCCCC1)C(=O)Nc1ccc(F)cc1 (configuration not stated)	-3%	4%	-3%	x	-5%	-5%	x	0%	x	-1%	x

Part of the list above, set out differently.
#27 O=C(CCN1CCOCC1)NC12CC3CC(CC(C3)C1)C2
  uPA generation: 4% | FLuc counter: -1% | Rab9 promoter act: 0% | VP16 counter: -2% | NPC1 promoter act: 4% | p53 reactivator: 0% | MLL CXXC-DNA inh: 14% | ELG1 genotoxic: 3% | MBNL1 CUG block: -3% | BRCA1 expr up: -4% | RORg inh: 3%

#28 Cc1ccc2[nH]c(=O)c(COC(=O)C3CCCO3)cc2c1 (configuration not stated)
  uPA generation: 3% | FLuc counter: u | Rab9 promoter act: 8% | VP16 counter: -3% | NPC1 promoter act: -3% | p53 reactivator: 6% | MLL CXXC-DNA inh: -2% | ELG1 genotoxic: 1% | MBNL1 CUG block: -2% | BRCA1 expr up: -10% | RORg inh: 2%

#29 CCN(CC)S(=O)(=O)c1ccc(NC(=O)CN(c2ccc(OC)cc2OC)S(C)(=O)=O)cc1
  uPA generation: -4% | FLuc counter: 3% | Rab9 promoter act: -4% | VP16 counter: 0% | NPC1 promoter act: 0% | p53 reactivator: -18% | MLL CXXC-DNA inh: 1% | ELG1 genotoxic: -7% | MBNL1 CUG block: 2% | BRCA1 expr up: -33% | RORg inh: -2%

#30 COc1ccc(S(=O)(=O)N2CCC(N3CCN(Cc4ccccc4)CC3)CC2)cc1
  uPA generation: -2% | FLuc counter: 1% | Rab9 promoter act: 0% | VP16 counter: 8% | NPC1 promoter act: -5% | p53 reactivator: 2% | MLL CXXC-DNA inh: -2% | ELG1 genotoxic: -1% | MBNL1 CUG block: -24% | BRCA1 expr up: -3% | RORg inh: 0%

Next section:
entry	SMILES	uPA generation	FLuc counter	Rab9 promoter act	VP16 counter	NPC1 promoter act	p53 reactivator	MLL CXXC-DNA inh	ELG1 genotoxic	MBNL1 CUG block	BRCA1 expr up	RORg inh
33	Cn1c(SCc2nnc(-c3ccccc3)o2)nc2ccccc21	-1%	-1%	-4%	-10%	-4%	-6%	1%	1%	-6%	21%	-1%
34	COC(=O)CCc1c(C)c(C(=O)c2ccco2)c2ccccn12	-1%	3%	2%	5%	-5%	-4%	-1%	1%	31%[activator]	-1%	-24%
35	CC1CCCCN1C(=O)CSc1nnc(Cc2ccccc2)n1C (configuration not stated)	7%	2%	1%	-2%	-4%	-11%	3%	3%	-6%	2%	18%
36	COc1cccc(NC(=O)CSc2nc3c(c(=O)n2C)SC(C)C3)c1 (configuration not stated)	4%	-5%	-2%	-18%	-1%	-8%	0%	1%	10%	-19%	24%

An excerpt; count on the stated rates, not on these rows.
